High-throughput results: PubChem BioAssay, Broad Institute
mut p53 react: mutant p53 pathway reactivation | activation, % at 9.98 µM | 28,000 tested, 1.5% active | SW480 PUMA-promoter luciferase; in the data active means activation above about 52%
STK33 kin inh: inhibitors of human STK33 kinase | ADP-Glo luminescence, MBP substrate | Q9BYT3 | 27,000 tested, 0.44% active | AID 2322 | inhibition, % at 12.5 µM; in the data active means inhibition above about 20%
Target sequence (Q9BYT3 whole entry, looked up): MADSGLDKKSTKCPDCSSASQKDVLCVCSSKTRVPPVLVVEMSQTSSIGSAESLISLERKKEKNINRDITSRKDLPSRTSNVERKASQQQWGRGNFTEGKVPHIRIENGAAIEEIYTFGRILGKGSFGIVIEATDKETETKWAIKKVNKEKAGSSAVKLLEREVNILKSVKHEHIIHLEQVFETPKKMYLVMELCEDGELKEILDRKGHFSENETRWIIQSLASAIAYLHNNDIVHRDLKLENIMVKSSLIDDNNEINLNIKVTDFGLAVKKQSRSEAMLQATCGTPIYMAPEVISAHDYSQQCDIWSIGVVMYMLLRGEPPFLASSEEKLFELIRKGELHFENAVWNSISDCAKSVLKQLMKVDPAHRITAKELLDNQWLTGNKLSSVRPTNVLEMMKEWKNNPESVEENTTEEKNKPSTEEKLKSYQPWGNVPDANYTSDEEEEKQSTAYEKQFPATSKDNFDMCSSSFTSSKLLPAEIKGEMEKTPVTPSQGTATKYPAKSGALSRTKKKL
Active calls of the source: *; . = no result given. An excerpt; the hit share may differ from the screen's.

SMILES	mut p53 react	STK33 kin inh
CN1C(=O)C(O)(CC(=O)c2ccccn2)c2cc(Br)ccc21 (configuration not stated)	-15	-1
Cc1cccc(N(C)C(=S)Oc2ccc3ccccc3c2)c1	26	-1
COc1ccc(CN(C)C[C@H]2Oc3ccc(NS(=O)(=O)c4ccc(OC)cc4)cc3CC(=O)N([C@H](C)CO)C[C@H]2C)cc1	1	-3
COc1ccc(CN(C)C[C@H]2Oc3ccc(NS(=O)(=O)c4ccc(C)cc4)cc3C(=O)N([C@H](C)CO)C[C@H]2C)cc1	-2	.
CCn1c(SCC(=O)Nc2cccc(C(F)(F)F)c2)nnc1-c1ccc(C)cc1	-15	-2
CSc1ccc(N=CN2C(=O)c3ccccc3C2=O)cc1	.	11
O=C(NCc1ccccc1)C1Sc2nnc(-c3ccccc3)n2NC1c1ccc(F)cc1 (configuration not stated)	-19	.
Cc1noc(C)c1S(=O)(=O)Nc1cccc2c1O[C@H](CN(C)S(=O)(=O)c1cn(C)cn1)[C@H](C)CN([C@@H](C)CO)C2=O	4	.
C[C@H]1CN([C@@H](C)CO)C(=O)Cc2cc(NC(=O)Nc3cccc4ccccc34)ccc2O[C@H]1CN(C)Cc1ccc2c(c1)OCO2	.	-2
C[C@@H]1CCCCO[C@H](CN(C)S(C)(=O)=O)[C@@H](C)CN([C@H](C)CO)C(=O)c2cc(N(C)C)ccc2O1	.	-5
CCc1c(C)sc(NC(=O)c2cc(-c3cccnc3)nc3ccc(Cl)cc23)c1C(=O)N1CCOCC1	-6	-4
C[C@@H]1CN([C@@H](C)CO)C(=O)c2cc(NC(=O)Nc3ccc(C(F)(F)F)cc3)ccc2O[C@@H]1CN(C)C(=O)NC1CCCCC1	-54	1
Cc1noc(C)c1NC(=O)Nc1ccc2c(c1)C(=O)N([C@H](C)CO)C[C@H](C)[C@@H](CN(C)C)OCCCC[C@H](C)O2	7	.
C[C@H](CO)N1C[C@H](C)[C@H](CN(C)C(=O)c2ccccc2)OCCCC[C@H](C)Oc2ccc(NC(=O)Nc3ccc(F)cc3)cc2C1=O	-15	.
Cc1noc(C)c1NC(=O)N(C)C[C@@H]1OCc2cn(nn2)CCCC(=O)N([C@@H](C)CO)C[C@@H]1C	3	-3
C[C@@H]1CN([C@@H](C)CO)C(=O)c2cc(NC(=O)C3CCCCC3)ccc2O[C@@H]1CN(C)Cc1ccncc1	-2	0
NC(=O)CSc1nc2ccccc2n1Cc1ccccc1F	-10	-1
COc1ccc(S(=O)(=O)N(C)C[C@H]2Oc3ccc(NC(=O)Nc4ccc(C(F)(F)F)cc4)cc3C(=O)N([C@H](C)CO)C[C@H]2C)cc1	-41	.
Cc1c(NC(=O)CSc2nc3c(c(C(F)(F)F)n2)CCc2ccccc2-3)c(=O)n(-c2ccccc2)n1C	19	2
COc1cccc(-c2cnc3c(c2)C(=O)N([C@@H](C)CO)C[C@H](C)[C@@H](CN(C)C(=O)Nc2ccccc2F)O3)c1	5	.
C/C=C1/CN[C@H]2Cc3c([nH]c4ccccc34)C(=O)C[C@H]1C2C(=O)OC (some centres not stated)	-3	7
COc1ccc(NC(=O)CN(c2ccccc2Br)S(C)(=O)=O)cc1OC	7	-1
C[C@@H]1CN([C@H](C)CO)C(=O)Cc2cc(NC(=O)CCC(F)(F)F)ccc2O[C@H]1CN(C)Cc1ccncc1	.	-3
COc1ccccc1-c1cnc2c(c1)C(=O)N([C@H](C)CO)C[C@@H](C)[C@@H](CN(C)C(=O)CC1CC1)O2	8	.
COc1cc2c(c(O)c1OC)C(=O)CC(c1ccc(O)cc1)O2 (configuration not stated)	17	10
C[C@H](CO)N1C[C@H](C)[C@@H](CN(C)Cc2ccc(-c3ccccc3)cc2)Oc2ccc(NS(C)(=O)=O)cc2C1=O	.	0
COc1cc([N+](=O)[O-])ccc1NC(=O)CSc1nc2c(c(C(F)(F)F)n1)CCCC2	-6	-4
CN=C(C)/C(C(=O)OC)=C(/O)c1ccc(Cl)cc1Cl	13	.
C[C@H]1CN([C@@H](C)CO)C(=O)Cc2cc(NC(=O)C3CC3)ccc2O[C@@H]1CN(C)CC1CC1	.	-2
C[C@H](CO)N1C[C@H](C)[C@H](CN(C)S(=O)(=O)c2ccc(C#N)cc2)Oc2ncc(C#CC(C)(C)O)cc2C1=O	0	3
C[C@@H]1CN([C@H](C)CO)C(=O)CCCn2nncc2CO[C@@H]1CN(C)C(=O)Nc1ccc(N2CCCCC2)cc1	.	-1
C[C@H](CO)N1C[C@H](C)[C@H](CN(C)Cc2ccncc2)Oc2ccc(NC(=O)Nc3ccc(C(F)(F)F)cc3)cc2CC1=O	-50	-2
COc1c2c(cc3occ(-c4ccc5c(c4)OCO5)c(=O)c13)OC(C)(C)C=C2	-13	3
CC(C)NC(=O)N(C)C[C@@H]1Oc2c(NC(=O)C3CCOCC3)cccc2C(=O)N([C@@H](C)CO)C[C@H]1C	-5	.
O=C(C[C@@H]1C[C@H]2c3cc(NC(=O)c4ccc5c(c4)OCO5)ccc3O[C@H]2[C@H](CO)O1)NCc1cc(F)ccc1F	5	.
C[C@H]1CN([C@@H](C)CO)C(=O)Cc2cc(NC(=O)NC3CCCCC3)ccc2O[C@H]1CN(C)S(=O)(=O)c1ccc(Cl)cc1	-28	-1
CSc1ccccc1NC(=O)CN(Cc1ccccc1)S(C)(=O)=O	-2	2
O=C(O)CNS(=O)(=O)c1ccc(C(=O)Nc2ccccc2)cc1	-2	1
CC(C)CC#Cc1cnc2c(c1)C(=O)N([C@@H](C)CO)C[C@H](C)[C@@H](CN(C)C(=O)Cc1cccnc1)O2	4	.
C=C(C)C(=O)O[C@H]1[C@H]2C(=C)C(=O)O[C@@H]2C[C@@H](C)[C@@H]2O[C@@H]2C(=O)[C@](C)(O)[C@@H]1OC(C)=O	.	-3

Compound profiles, from the list above. Order of values: mut p53 react, STK33 kin inh
COc1c2c(cc3occ(-c4ccc5c(c4)OCO5)c(=O)c13)OC(C)(C)C=C2 in the list: -13, 3
C[C@@H]1CN([C@H](C)CO)C(=O)Cc2cc(NC(=O)CCC(F)(F)F)ccc2O[C@H]1CN(C)Cc1ccncc1 in the list: ., -3
COc1ccc(NC(=O)CN(c2ccccc2Br)S(C)(=O)=O)cc1OC in the list: 7, -1
CSc1ccccc1NC(=O)CN(Cc1ccccc1)S(C)(=O)=O in the list: -2, 2
C[C@H]1CN([C@@H](C)CO)C(=O)Cc2cc(NC(=O)NC3CCCCC3)ccc2O[C@H]1CN(C)S(=O)(=O)c1ccc(Cl)cc1 in the list: -28, -1

Other compounds.
SMILES	mut p53 react	STK33 kin inh
C[C@H]1CN([C@@H](C)CO)C(=O)c2cc(N(C)C)ccc2O[C@H]1CN(C)Cc1ccncc1	15	0
CCCCCCCCNC(=O)C(Cc1ccc(OCc2ccncc2)cc1)NC(=O)C1CCC(CN)CC1 (configuration not stated)	7	.
O=c1[nH]c2cc([N+](=O)[O-])c([N+](=O)[O-])cc2[nH]c1=O	-4	1
C[C@@H]1CN([C@@H](C)CO)C(=O)c2cc(Br)cnc2O[C@H]1CN(C)S(=O)(=O)c1ccccc1	-1	.
COc1ccc([N+](=O)[O-])cc1NC(=O)c1cc(-c2ccccn2)nc2ccc(C)cc12	-47	1
CNc1nc(NC(C)C)nc(Oc2ccc(=O)[nH]n2)n1	-5	2
C=CCn1c(-c2cccs2)nc(-c2ccccc2)c1-c1ccccc1	.	1
C[C@H](CO)N1C[C@H](C)[C@H](CN(C)Cc2ccc(C(F)(F)F)cc2)Oc2ccc(N(C)C)cc2CC1=O	5	-5
C[C@@H]1CN([C@@H](C)CO)C(=O)Cc2cc(NC(=O)Cn3cnnn3)ccc2O[C@@H]1CN(C)C	-3	-4
NS(=O)(=O)c1ccc(NC(=O)CN2CCN(Cc3ccccc3)CC2)cc1	3	-5
COc1ccc(NC(=O)c2oc3ccccc3c2NC(=O)Cc2coc3cc(C)cc(C)c23)cc1	26	-1
CS(=O)(=O)N(CC(=O)Nc1cc(Cl)ccc1Cl)c1ccc(I)cc1	-15	-3
COc1cc(C2NC(=S)NC(c3ccccc3)=C2C(=O)c2ccccc2)cc(I)c1OCCO (configuration not stated)	12	-8
C[C@@H]1CN([C@@H](C)CO)C(=O)Cc2cc(NS(=O)(=O)c3cccs3)ccc2O[C@@H]1CN(C)C(=O)Nc1ccc(F)cc1	8	1
Cc1ccc(S(=O)(=O)NCCSc2nncn2C)cc1	1	-2
CO[C@H]1O[C@H](CO)[C@@H](OC(=O)Nc2ccc3c(c2)OCO3)[C@@H]2OC(=O)[C@H](Cc3ccccc3)C/C=C/C[C@@H](Cc3ccccc3)C(=O)O[C@@H]12	.	5
Cc1ccc(-c2nc3cc(Cl)cc(Cl)c3o2)cc1NC(=O)COc1ccccc1	-26	1
O=C(NCc1cccnc1)C(=O)Nc1ccccc1F	19	1
O=C(c1cc(C2CC2)[nH]n1)n1ccnc1	1	.
COc1ccc(NC(=O)N(C)C[C@H]2Oc3ccc(NC(=O)C4CCCCC4)cc3C(=O)N([C@@H](C)CO)C[C@H]2C)cc1	.	0
Cc1ccc2c(c1)c1c(n2CC(O)CN2CCOCC2)C(=O)CCC1 (configuration not stated)	-1	-1
CCOc1ccc(Cl)cc1S(=O)(=O)n1cnc2cc(C)c(C)cc21	4	0
O=C1O[C@@H](c2ccccc2)[C@@H](c2ccccc2)N2[C@@H](c3ccccc3OCCO)[C@]3(C(=O)Nc4ccc(C#CC5=CCCCC5)cc43)[C@@H](C(=O)N3CCCCCCC3)[C@H]12	.	-2
C[C@@H]1CCCCO[C@@H](CN(C)C(=O)Cc2ccccc2)[C@H](C)CN([C@H](C)CO)C(=O)c2cc(NS(C)(=O)=O)ccc2O1	6	.
Cc1ccc(OCC(=O)Nc2cccc(-c3nc4cc(Cl)ccc4o3)c2C)cc1C	0	0
COc1ccc(-c2cnc3c(c2)C(=O)N([C@@H](C)CO)C[C@H](C)[C@H](CN(C)C(=O)Cc2cccnc2)O3)cc1	5	.
C[C@@H]1CN([C@H](C)CO)C(=O)c2cccc(N(C)C)c2O[C@@H]1CN(C)Cc1ccc(C(=O)O)cc1	-2	.
COC(=O)c1ccc(NC(=O)CSc2nnc(-c3ccc(Br)cc3)o2)cc1	21	0
COc1ccc(NC(=O)N(C)C[C@H]2Oc3cc(C#CCC(C)C)ccc3S(=O)(=O)N([C@H](C)CO)C[C@H]2C)cc1	-19	.
CC(C)(C)C1CCc2c(sc(NC(=O)CN3CCOCC3)c2C#N)C1 (configuration not stated)	-2	-2
O=C(Cn1cnc2sc(-c3ccccc3)cc2c1=O)Nc1ccccc1	-8	2
C[C@@H]1CN([C@@H](C)CO)C(=O)Cc2cc(N(C)C)ccc2O[C@@H]1CN(C)S(=O)(=O)c1cn(C)cn1	1	9
CC(C)NC(=O)N(C)C[C@@H]1Oc2ccc(NC(=O)NC3CCCCC3)cc2CC(=O)N([C@H](C)CO)C[C@H]1C	.	-2
C[C@H](CO)N1C[C@H](C)[C@@H](CN(C)C(=O)Nc2ccccc2)Oc2c(NS(C)(=O)=O)cccc2C1=O	7	.
Cn1c(SCC(=O)Nc2cc(Cl)c(Cl)cc2Cl)nnc1-c1ccccc1	1	2
C[C@@H]1CN([C@H](C)CO)S(=O)(=O)c2ccc(C#Cc3ccccc3F)cc2O[C@@H]1CN(C)CC1CC1	-34	.
Cc1noc(C)c1NC(=O)N(C)C[C@H]1Oc2c(NC(=O)Nc3ccc(C(F)(F)F)cc3)cccc2C(=O)N([C@H](C)CO)C[C@@H]1C	3	.
CCC1(C)Cc2c(sc3nc(SC)nc(SCC(=O)OC)c23)CO1 (configuration not stated)	1	0
Cc1noc(C)c1S(=O)(=O)N(C)C[C@H]1OCCCC[C@H](C)Oc2ccc(NS(=O)(=O)c3ccccc3)cc2C(=O)N([C@@H](C)CO)C[C@@H]1C	-10	.
S=C(NCc1ccco1)Nc1cccnc1	-7	-3
O=C(Nc1ccccc1)c1cc([N+](=O)[O-])ccc1NCc1cccnc1	19	-2
C[C@H](CO)N1C[C@H](C)[C@H](CN(C)Cc2ccc3c(c2)OCO3)Oc2c(NS(=O)(=O)c3ccc(Cl)cc3)cccc2C1=O	-5	.
C[C@H]1CN([C@@H](C)CO)C(=O)c2cc(-c3cccnc3)cnc2O[C@H]1CN(C)Cc1ccccc1	-1	.
NC(=O)C1CCN(C(=O)CSc2nc3ccccc3o2)CC1	0	-1
C[C@@H]1CN([C@H](C)CO)C(=O)Cc2cc(NC(=O)C3CCCCC3)ccc2O[C@@H]1CN(C)C	.	2
O=C(CSc1nc(O)cc(=O)n1-c1ccccc1)Nc1ccccc1Cl	-5	-3
O=C(NCc1ccccn1)c1ccc(Cl)c(S(=O)(=O)N2CCOCC2)c1	9	3
C[C@@H]1CN([C@@H](C)CO)C(=O)CCCn2cc(nn2)CO[C@@H]1CN(C)Cc1ccc(-c2ccccc2)cc1	.	0
CCCn1c(=O)c2[nH]c(-c3ccc(OCC(=O)Nc4ccc(C#N)cc4)cc3)nc2n(CCC)c1=O	-13	.
Cc1ccc(/C=C2/CNC/C(=C\c3ccc(C)cc3)C2=O)cc1	-99	.
CC(C)NC(=O)Nc1ccc2c(c1)CC(=O)N([C@@H](C)CO)C[C@H](C)[C@H](CN(C)S(C)(=O)=O)O2	.	3
C[C@@H]1CCCCO[C@@H](CN(C)S(=O)(=O)c2cn(C)cn2)[C@H](C)CN([C@H](C)CO)C(=O)c2cc(NS(=O)(=O)c3cn(C)cn3)ccc2O1	4	.

Quoted from the listing:
Reading for C[C@@H]1CN([C@H](C)CO)C(=O)Cc2cc(NC(=O)C3CCCCC3)ccc2O[C@@H]1CN(C)C under STK33 kin inh: 2
Reading for O=C(NCc1ccccn1)c1ccc(Cl)c(S(=O)(=O)N2CCOCC2)c1 under mut p53 react: 9
Reading for NC(=O)C1CCN(C(=O)CSc2nc3ccccc3o2)CC1 under mut p53 react: 0
Reading for Cc1ccc(/C=C2/CNC/C(=C\c3ccc(C)cc3)C2=O)cc1 under mut p53 react: -99
Reading for C[C@@H]1CCCCO[C@@H](CN(C)S(=O)(=O)c2cn(C)cn2)[C@H](C)CN([C@H](C)CO)C(=O)c2cc(NS(=O)(=O)c3cn(C)cn3)ccc2O1 under mut p53 react: 4
Reading for CCCn1c(=O)c2[nH]c(-c3ccc(OCC(=O)Nc4ccc(C#N)cc4)cc3)nc2n(CCC)c1=O under mut p53 react: -13
